# Screening data deposited in PubChem BioAssay by several laboratories.
# TNF necrop inh: inhibitors of TNF-alpha triggered necroptosis, primary screen, cell-based, Jurkat FADD-/-, single concentration; Jurkat FADD-/- TNF necroptosis rescue, ATP luminescence, 24 h; 0 = TNF only, 100 = no-TNF cells; activation (protection from cell death), % at 10 µM; 220,000 compounds, 0.068% hits; AID 463075, 2010;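 active = activation, meaning protection from cell death, of at least 50% relative to plate controls; inactive = activation below 50%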;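 also: necroptosis triggered by 40 ng/mL TNF-alpha added together with compound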
# KCC2 mod: KCC2 cotransporter modulators, thallium flux, primary screen, cell-based, HEK293 KCC2, FluoZin-2 fluorescence, MLSMR | Solute carrier family 12 member 5 (Homo sapiens), Q9H2X9 | KCC2 cells, thallium flux FluoZin-2 fluorescence | 190,000 compounds, 2.2% hits | B-score of Tl+ flux slope (higher = more flux/activation; lower = inhibition) at 10 µM;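 active = thallium flux slope and its plate-corrected score both differing from the plate sample mean at a set confidence after two filtering rounds, in either direction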;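 also: slope of fluorescence scaled to starting intensity during 10 to 20 s after thallium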
# L929 necroptosis: inhibitors of zVAD-triggered necroptosis, primary screen, L929 cells | L929 zVAD necroptosis rescue, ATP luminescence, 24 h; with zVAD 60 µM | viability rescue, % at 10 µM | 220,000 compounds, 0.38% hits | AID 1377, 2008;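 active = activation, scaled between plate controls, above about 75%, limit read from the data; inactive = activation under that limit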;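 also: 0% = zVAD with DMSO and 100% = DMSO alone without zVAD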
# Rad51 HR inh: human RAD51 strand exchange inhibitors, primary screen, biochemical, fluorescence; DNA repair protein RAD51 homolog 1 (Homo sapiens), Q06609; hRad51 DNA strand exchange, fluorescence dequenching; inhibition, % at 10 µM; 200,000 compounds, 0.085% hits; AID 1385, 2008;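 active = inhibition above 40% at the single screening dose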;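 also: 0% = DMSO control wells and 100% = blanks with heterologous ssDNA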
# Target sequence (Q06609 whole entry, looked up): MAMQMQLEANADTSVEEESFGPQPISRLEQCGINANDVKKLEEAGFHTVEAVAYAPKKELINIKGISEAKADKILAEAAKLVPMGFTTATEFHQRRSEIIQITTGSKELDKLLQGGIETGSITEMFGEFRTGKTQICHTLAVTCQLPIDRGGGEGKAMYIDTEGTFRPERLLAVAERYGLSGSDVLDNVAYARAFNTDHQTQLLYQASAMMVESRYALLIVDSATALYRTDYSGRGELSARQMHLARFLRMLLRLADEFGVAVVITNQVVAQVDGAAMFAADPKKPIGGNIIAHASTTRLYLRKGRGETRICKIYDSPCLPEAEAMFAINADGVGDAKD
#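 material = hRad51 filaments on single-stranded DNA | reagent = Donor/quencher-labelled 47-bp dsDNA substrate | compound = 10 µM final, single point | schedule = strand-exchange reaction 15 min at room temperature | measured by = fluorescein emission 520 nm, excitation 485 nm | read-out basis = % inhibition versus plate control and blank means | benchmarks = plate controls and plate blanks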
# FXIa inh: human FXIa protease inhibitors, primary screen, biochemical, 1536-well; Coagulation factor XI (Homo sapiens), P03951; purified FXIa, Boc-Glu-Ala-Arg-AMC fluorogenic substrate; inhibition, % at 5 µM; 220,000 compounds, 0.14% hits; AID 798, 2007;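 active = inhibition of at least 40%; inactive = inhibition below 40%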;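 also: fluorescence of freed AMC excited at 355 nm; 0% = enzyme without compound and 100% = no enzyme blank; many of its hits are not listed in these tables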
# Hck-Nef inh: inhibitors of Nef-activated human Hck kinase, primary screen, biochemical, Z-Lyte FRET, 384-well, Hck-YEEI; Tyrosine-protein kinase HCK (Homo sapiens), P08631; Recombinant Hck-YEEI plus Nef, Z-Lyte FRET kinase assay; inhibition, % at 20 µM; 220,000 compounds, 0.68% hits; AID 463187, 2010;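 active = Hck-Nef kinase inhibition above about 50%, limit read from the data; inactive = inhibition below that limit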;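 also: 0% = DMSO with Hck plus Nef and 100% = Hck alone without Nef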
# thrombin 1536: human alpha-thrombin inhibitors, primary screen, counter-screen for coagulation protease inhibitor project, biochemical, 1536-well, fluorogenic AMC substrate; 220,000 compounds, 0.26% hits; Boc-VPR-AMC fluorogenic substrate cleavage; Prothrombin (Homo sapiens), P00734; inhibition, % at 5 µM;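 active = inhibition at or above 40%; inactive = inhibition below 40%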;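 also: 0% = enzyme with no compound and 100% = wells without enzyme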
#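 System: human alpha-thrombin protein; Compound dosing: one concentration per compound, 5 µM, with 0.2% DMSO; Timing: reaction at room temperature; Technique: AMC fluorescence, 355/460 nm; Controls: enzyme without compound as high, wells lacking enzyme as low.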
# FXIIa inh: human FXIIa protease inhibitors, primary screen, biochemical, 1536-well. purified FXIIa, Boc-QGR-AMC fluorogenic substrate, 2 h. inhibition, % at 5 µM. 220,000 compounds, 0.3% hits. Coagulation factor XII (Homo sapiens), P00748; in the data active = inhibition above about 40%;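 also: 0% = enzyme with no compound and 100% = blank without enzyme; many of its hits are not listed in these tables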
# Target sequence (P00748 20-372 limits assumed): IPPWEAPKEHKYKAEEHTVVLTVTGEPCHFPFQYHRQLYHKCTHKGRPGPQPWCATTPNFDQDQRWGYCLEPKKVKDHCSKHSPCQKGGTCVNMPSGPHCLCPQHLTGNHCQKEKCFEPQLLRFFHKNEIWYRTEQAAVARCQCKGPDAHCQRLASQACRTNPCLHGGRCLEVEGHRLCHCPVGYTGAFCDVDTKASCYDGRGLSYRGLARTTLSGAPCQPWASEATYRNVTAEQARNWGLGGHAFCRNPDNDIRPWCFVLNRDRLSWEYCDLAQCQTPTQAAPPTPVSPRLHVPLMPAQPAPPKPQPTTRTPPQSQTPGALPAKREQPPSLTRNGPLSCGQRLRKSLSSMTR
# Target sequence (P00748 373-615 limits assumed): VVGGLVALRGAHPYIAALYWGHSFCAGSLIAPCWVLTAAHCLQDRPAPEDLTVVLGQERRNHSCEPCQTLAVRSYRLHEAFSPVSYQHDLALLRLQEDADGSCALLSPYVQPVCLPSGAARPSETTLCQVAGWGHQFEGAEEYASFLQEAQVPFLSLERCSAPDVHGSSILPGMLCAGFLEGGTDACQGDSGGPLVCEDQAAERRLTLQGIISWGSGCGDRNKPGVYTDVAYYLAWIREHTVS
# KLK5 inh: human KLK5 protease inhibitors, primary screen, biochemical, 1536-well; recombinant hK5, fluorogenic AMC substrate cleavage; inhibition, % at 5 µM; 210,000 compounds, 0.59% hits; AID 873, 2007;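 active = inhibition of 40% or more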;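 also: 0% = enzyme controls without compound and 100% = no-enzyme blanks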
# Active calls of the source: *; x = not tested or not shown. Not all compounds are listed; rates above refer to the full screens.
SMILES,TNF necrop inh,KCC2 mod,L929 necroptosis,Rad51 HR inh,FXIa inh,Hck-Nef inh,thrombin 1536,FXIIa inh,KLK5 inh
O=C1CSC(c2cccc([N+](=O)[O-])c2)N1C1CC2CCC1C2 (stereo not drawn),0.0,0.27,0.1,x,-3,22,-8,0,-3
COc1cc(/C=N/NC(N)=S)ccc1OC(=O)c1ccc(C)cc1,-11,-0.29,-0.1,5,0,1,0,10,2
Cc1cc(Cl)ccc1NC(=S)N1CCN(Cc2ccccc2)CC1,1.2,-0.71,-0.8,-7,2,0,-5,9,-6
CCN(CC)C(=O)c1sc(NC(=O)c2cc(-c3ccc(C)s3)nc3ccccc23)c(C(=O)OC)c1C,-2.0,x,0.8,8,12,1,2,20,-13
CC1CCN(C2(O)C(=O)Nc3ccc([N+](=O)[O-])cc32)CC1 (stereo not drawn),-3.0,-0.26,-0.1,-3,-9,-1,-5,-1,-32
CC(=O)C(C)Oc1ccc2c3c(c(=O)oc2c1C)CCCC3 (stereo not drawn),-4.6,x,2.5,x,-14,4,-3,-13,-17
Cc1ccc(C)c2sc(NC(=O)c3ccc(N4CCCCC4)c([N+](=O)[O-])c3)nc12,3.1,0.19,1.8,2,5,0,2,20,11
Cc1cccc(C)c1OCc1n[nH]c(=S)n1N,0.3,-0.37,2.2,1,-6,17,-22,6,-6
Cc1ccc(NC(=S)NC(=O)/C=C/c2ccco2)c(O)c1,-0.6,0.36,-0.3,-11,2,85*,0,x,2
CCOC(=O)N1CCN(C(=O)c2ccc3c(=O)n(-c4ccccc4F)c(=S)[nH]c3c2)CC1,0.0,0.53,-0.7,x,-5,2,-5,6,x
CS(=O)(=O)NC1c2cccc3cccc(c23)C1Sc1nncn1/N=C/c1ccco1 (stereo not drawn),-1.7,x,0.7,-4,5,1,3,14,-16
CCS(=O)(=O)Nc1c(C(=O)O)[nH]c2ccccc12,0.3,0.25,0.0,1,-3,5,-6,-1,-1
C/C(CC(=O)N1CCCC1)=N\NC(=O)c1cc2ccccc2cc1O,0.4,0.58,-0.2,x,4,-9,-3,15,6
CC1CCN(C(=S)c2ccc(N(C)C)cc2)CC1,0.8,0.049,0.8,-2,0,21,5,9,-15
Cn1c(/C=C/c2ccc([N+](=O)[O-])o2)nc2ccccc2c1=O,-11,0.34,59,-2,-2,0,1,12,-12
Cc1oc(-c2ccc(Cl)cc2)nc1CN1CCCC(C(=O)N2CCN(C(=O)c3ccco3)CC2)C1 (stereo not drawn),-9.2,x,1.7,-4,5,4,0,20,-6
COc1ccc(C(=O)NCCc2nnc(SCc3nc4ccccc4c(=O)[nH]3)n2C)cc1,-0.5,x,0.9,-9,-1,-1,-7,5,-2
Cc1cc(C(=O)CN2C(=O)C(=O)N(C3CCCC3)C2=O)c(C)n1-c1ccc(F)cc1,-0.4,x,1.3,-12,-4,24,2,6,-7
CC(=O)Nc1ccc(S(=O)(=O)N2CCN(c3ccc(C)c(Cl)c3)CC2)cc1,1.3,-0.21,0.0,2,-12,0,-3,-4,-10
COCCCNc1nc2nonc2nc1NCCSC,1.1,0.67,0.3,20,3,19,0,15,4
COc1cccc(/C=C2\CCc3ccccc3C2=O)c1,-8.9,-0.17,0.0,x,3,-9,-4,8,2
COc1c(F)c(F)c(C(=O)Nc2ccc(-c3nc4ccccc4[nH]3)cc2)c(F)c1F,4.0,-1.4,67,4,-1,25,-2,10,-3
O=C(COC(=O)c1cc(C(F)(F)F)cc(C(F)(F)F)c1)NCc1ccc(Cl)cc1,1.6,0.067,0.3,-4,-6,2,-15,1,-21
COc1ccc(C(=O)C2CCCN(Cc3ccc(C#CCCO)cc3)C2)cc1F (stereo not drawn),1.8,x,-0.8,-6,-6,17,-14,1,-6
O=C(Nc1ccccc1)/C(=C\c1cccs1)NC(=O)c1ccccc1,1.0,0.55,-0.1,x,3,1,-1,8,-4

# (listing goes on)
SMILES,TNF necrop inh,KCC2 mod,L929 necroptosis,Rad51 HR inh,FXIa inh,Hck-Nef inh,thrombin 1536,FXIIa inh,KLK5 inh
CC/C(=N/Nc1ccc(Cl)cc1)c1cnnc(SC)n1,1.5,-0.028,3.4,2,4,8,3,8,-20
CC1CCN(C(=O)CSc2nnc(Cc3cccn3C)n2-c2ccc(F)cc2)CC1,0.7,-0.9,0.2,-2,5,-3,-5,10,-26
COc1ccc(Nc2nc(CC(C)=O)ns2)cc1,1.5,1.4,0.7,-8,5,3,1,11,-5
COc1ccc(N=c2scc(-c3ccc(S(=O)(=O)N4CCOCC4)cc3)n2CCCO)cc1,-3.5,-0.33,0.5,-1,-5,-1,-3,3,7
O=[N+]([O-])c1cc(-c2n(-c3ccccn3)c3ccccc3[n+]2-c2ccccn2)ccc1Cl,-4.1,-0.14,-1.9,-9,-4,28,-13,-6,-6
Cc1cc(C)n(-c2nc3ccccc3nc2N2CCN(C(=O)c3ccc(Cl)cc3)CC2)n1,-0.3,2.5,-0.3,4,0,6,2,9,-1
S=c1[nH]nc(Cc2cccs2)n1-c1cccc2ccccc12,0.5,1,0.0,-7,5,5,-7,12,-18
COc1cccc(NC(=O)CN(c2cccc(OC)c2)S(C)(=O)=O)c1,1.9,0.45,0.6,x,1,16,1,6,4
CSCCC(C(=O)NC1=NCCS1)N1C(=O)c2ccccc2C1=O (stereo not drawn),-1.3,0.23,-0.4,-5,-1,-16,-22,-4,-2
O=C(CCn1nnc2ccccc2c1=O)NCC1CCC(C(=O)O)CC1 (stereo not drawn),-0.8,x,1.0,3,6,-1,3,17,-22
O=C(N/N=C/c1cccs1)c1cccc(S(=O)(=O)Nc2ccc(Cl)cc2)c1,0.4,-0.069,1.7,-15,0,-7,3,6,-7
Cc1cc(NC(=O)c2ccccc2F)on1,1.3,-0.21,0.2,x,4,5,-4,8,-13
Cn1nc(C(=O)OCc2ccc(F)cc2)c2ccccc2c1=O,0.1,-1.6,1.8,-5,7,25,-7,4,0
Cc1nn(CC(=O)NCc2cccnc2)c(C)c1[N+](=O)[O-],0.8,-0.15,1.7,-3,-4,21,-5,2,-2
COc1ccc(-c2cc(CNS(=O)(=O)c3ccc(F)cc3)on2)cc1,7.0,-0.048,2.2,5,-2,-22,-2,8,0
Cn1c(Cn2c(=O)sc3ccccc32)nnc1SCC(=O)Nc1cccc(Cl)c1,1.7,-0.68,2.4,2,7,0,-2,13,-2
CC(C)(C)OC(=O)NCCCC[C@H](NC(=O)c1nc[nH]c1C(=O)N1CCN(C(=O)OC(C)(C)C)CC1)C(=O)OC(C)(C)C,-0.4,-0.64,-0.9,-2,1,18,-1,11,5
COc1ccccc1OC(C)C(=O)Nc1nc(-c2ccc(S(=O)(=O)N3CCOCC3)cc2)cs1 (stereo not drawn),-8.6,1.2,0.4,-1,7,-4,4,16,6
Cc1ccc(NC(=O)CSc2nnc(CNC(=O)c3c(F)cccc3Cl)o2)cc1,-1.1,-0.22,0.1,-4,4,2,-2,-15,1
O=C(c1ccc(Cl)cc1[N+](=O)[O-])N(Cc1ccccc1)Cc1ccccc1,1.7,-1.5,0.7,1,-3,2,-14,2,-15
COc1ccc(Nc2ccc(S(=O)(=O)N3CCCCC3)cc2[N+](=O)[O-])cc1,1.7,-0.29,-0.5,-3,25,1,-10,38,-5
O=C(Nc1ncc2c(n1)-c1ccccc1OC2)c1ccccc1Cl,-4.8,-0.42,0.1,-1,-8,2,-5,-10,-40
Cc1nn(CC(=O)Nc2ccc(C(C)C)cc2)c(C)c1[N+](=O)[O-],1.7,0.54,14,19,-7,0,-1,4,-9
Cc1ccnc(NS(=O)(=O)c2ccc(NC(=O)c3ccc(C)o3)cc2)n1,-1.2,0.048,-0.3,4,-7,5,1,9,-4
CC1(C)CC(=O)C2=C(C1)NC(=O)CC2c1cccc(F)c1 (stereo not drawn),-1.7,-0.9,-0.6,-4,-6,0,-7,-1,-2

# (listing goes on)
SMILES,TNF necrop inh,KCC2 mod,L929 necroptosis,Rad51 HR inh,FXIa inh,Hck-Nef inh,thrombin 1536,FXIIa inh,KLK5 inh
Cc1ccc(CS(=O)(=O)c2nc3c(c(N(C)C)n2)CCCC3)cc1,0.4,-0.24,-0.4,4,-3,6,-4,5,x
CCN(CC(=O)NCc1cccs1)S(=O)(=O)c1ccc(C(C)C)cc1,-0.4,-2,0.8,6,2,1,8,17,2
Cc1c(O)nc(SCC(=O)Nc2ccc3c4c(cccc24)CC3)n(-c2ccc(F)cc2)c1=O,0.6,0.084,0.2,3,-2,-2,-12,7,-15
Cc1ccccc1NC(=O)C1CC(=O)N(c2ccc3c4c(cccc24)CC3)C1 (stereo not drawn),-0.2,x,0.6,-3,-12,2,-6,0,-26
CCOc1ccc(/C=N/n2c(SC)nnc2-c2ccccc2)cc1OCC,-1.0,x,1.2,-3,-21,1,-4,-1,-6
COc1ccc(C2CCCN2C(=O)Nc2cccc(C(C)=O)c2)cc1OC (stereo not drawn),-0.5,-0.93,3.9,-7,2,5,-2,8,-19
O=C(CN(c1ccc(F)cc1)S(=O)(=O)c1ccc2c(c1)OCCO2)N1CCOCC1,0.6,-0.086,-0.1,-3,-2,-1,-6,20,-4
CN(C)S(=O)(=O)c1ccc(C(=O)OCCn2cnc3c2c(=O)n(C)c(=O)n3C)cc1,0.3,0.75,0.7,18,2,23,-8,9,-2
O=C(NCCc1c[nH]c2ccccc12)C(=O)NCC(c1ccco1)N1CCN(c2ccccc2F)CC1 (stereo not drawn),-1.8,1.5,-0.5,2,-1,4,-12,3,-13
CCC(C)NC(=O)CO/N=C/c1ccccc1OC(F)F (stereo not drawn),1.5,0.62,1.1,x,5,5,1,12,-6
CCCCSc1cc(C)nc2ncnn12,-1.4,0.36,-0.3,-12,5,2,-9,2,-3
c1ccn(-c2ccc(N3CCOCC3)cc2)c1,-1.0,0.88,0.3,x,-13,1,-4,-7,-1
CN(C)S(=O)(=O)c1cccc(NC(=O)COC(=O)c2cccn2C)c1,0.0,-0.34,2.0,-4,19,0,-3,12,4

# 3 of these compounds, set out differently.
# Second line of a record – TNF necrop inh	KCC2 mod	L929 necroptosis	Rad51 HR inh	FXIa inh	Hck-Nef inh	thrombin 1536	FXIIa inh	KLK5 inh
> COc1cc(/C=N/NC(N)=S)ccc1OC(=O)c1ccc(C)cc1
→ -11	-0.29	-0.1	5	0	1	0	10	2
> Cc1cc(NC(=O)c2ccccc2F)on1
→ 1.3	-0.21	0.2	x	4	5	-4	8	-13
> Cc1cc(C)n(-c2nc3ccccc3nc2N2CCN(C(=O)c3ccc(Cl)cc3)CC2)n1
→ -0.3	2.5	-0.3	4	0	6	2	9	-1
